Screening data: PubChem, several laboratories
Insulin prom inh = TRM-6 insulin promoter activity inhibition. TRM-6 cells (human fetal islet line), insulin promoter-eGFP reporter, imaging; reporter expression induced with tamoxifen. inhibition, % at 2 µM. 130,000 compounds, 0.9% hits. AID 1273;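 active = inhibition above the mean plus 3 SD, with well images judged a real hit on visual review, cut at about 60% in these data, passing the limit was not always enough; inconclusive = inhibition over the cutoff but images rejected on review; inactive = inhibition not above the cutoff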
sdo1 growth = sdo1-depleted yeast growth rescue; S. cerevisiae sdo1-depleted JHY4D growth rescue, OD600 30 h; active compounds read high; pdr5 snq2 efflux-pump mutant strain; 140,000 compounds, 0.21% hits; z-score at 10 µM;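 active = z-score above 3 at both the 24 hr and the 30 hr optical density reads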;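 note: z-score against mean and SD of all compound wells on the same plate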
sdo1 growth Rescue 24 h = recorded beside sdo1 growth, whose call it bears; z-score; S. cerevisiae sdo1-depleted JHY4D growth rescue, OD600; measured here: growth rescue at 24 h;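 0 is the plate mean of compound wells and units are plate SD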
* = called active by the depositor; i = inactive; ? = inconclusive; / = no result given. This is a random part of the collection. Share with any hit: about 0.94%.

no. | SMILES | Insulin prom inh | sdo1 growth | sdo1 growth Rescue 24 h
1 | O=C(NCCc1ccccc1)c1cccc(N2C(=O)C3CC=CCC3C2=O)c1 (stereo not given) | 0 | / | /
2 | CN(Cc1ccccc1)C(=O)CCC(=O)N(C)Cc1ccccc1 | -36 | 0.57 | 1.8
3 | Cc1ccccc1CN1CCNC(=O)C1CC(=O)O (stereo not given) | 10 | 1 | 0.4
4 | O=[N+]([O-])c1ccc(CN2CCCCCC2)s1 | / | -0.04 | -0.63
5 | CCSc1ncnc2sc3c(c12)CCC3 | 50 | -0.18 | -0.14
6 | Nc1nc2ccc(S(=O)(=O)c3ccc4nc(N)sc4c3)cc2s1 | -19 | 0.37 | -0.58
7 | COC(=O)c1cccc(C(=O)Nc2ccc(F)cc2)n1 | 47 | 0.36 | 0.77
8 | CC1(C)CC(=O)C2=C(C1)OC1=C(C(=O)CC(C)(C)C1)C2c1ccccc1 | -3 | -0.6 | 1.8
9 | Cc1cccc(N2C(=O)C3C(c4ccccc4)OC4(C(=O)c5ccccc5C4=O)C3C2=O)c1 (stereo not given) | -15 | 0.41 | 0.78
10 | Cc1sc2ncn(CC(=O)NCCc3ccccc3)c(=O)c2c1C | -19 | -0.58 | -0.27
11 | COC(=O)c1sc(S(=O)(=O)NCc2cccs2)c(C(=O)OC)c1C | 9 | -1.2 | -1.5
12 | CCc1nnc(NC(=O)CSc2nccn2-c2ccccc2)s1 | -44 | 0.55 | 0.22
13 | COc1ccc(CN2C(=O)c3ccccc3C2C(=O)NC2CCCCCC2)c(OC)c1 (stereo not given) | -100 | / | /
14 | Cc1nc2ncnn2c(C)c1Cc1c(Cl)cccc1Cl | / | -0.4 | -0.28
15 | O=C(COC(=O)c1ccccc1NS(=O)(=O)c1cccs1)NCC12CC3CC(CC(C3)C1)C2 | -36 | -0.33 | 0.4
16 | CCCN(CC(=O)Nc1ccc(C(N)=O)cc1)CC(=O)Nc1ccc(Cl)cc1Cl | / | 0.27 | 0.47
17 | O/N=C/c1cc(Br)ccc1OCc1cccc(F)c1 | 23 | -1.3 | -1.6
18 | CCOc1ccc(NC(=S)NCCN2CCN(Cc3ccccc3)CC2)cc1 | 24 | / | /
19 | Cc1cccc(-c2noc(CN(C(=O)C34CC5CC(CC(C5)C3)C4)C(C)C)n2)c1 | -49 | -1.1 | -0.63
20 | O=C(NC(=S)Nc1ccc(CN2CCOCC2)cc1)c1ccc([N+](=O)[O-])cc1 | / | 0.5 | 0.78
21 | FC(F)Sc1ccc(NC(=S)NC2CCC(NC(=S)Nc3ccc(SC(F)F)cc3)CC2)cc1 (stereo not given) | -9 | 0.4 | 0.51
22 | COC(=O)c1sccc1NC(=S)N1CCN(c2ccccc2)CC1 | 19 | 0.45 | 1.9
23 | Cc1cccc(-n2c(SCC(=O)N3CCCC3)nc3n[nH]c(C)c3c2=N)c1 | 9 | 0.73 | 0.35
24 | N#C/C(=C/c1cccc([N+](=O)[O-])c1)c1nnc2n1CCCCC2 | / | -0.4 | -0.55
25 | Cc1ccc(N(C(=O)Cn2nnc(-c3ccccc3)n2)C(C(=O)NC2CCCCC2)c2ccccn2)cc1C (stereo not given) | -344 | 0.4 | 1.9
26 | Cc1cc(C)nc(N2CCCC(C(=O)NC(C)CCc3ccco3)C2)n1 (stereo not given) | -71 | -0.02 | 0.16
27 | NS(=O)(=O)c1ccc(Nc2nc(-c3ccc4ccccc4c3)cs2)cc1 | / | -1.3 | -0.69
28 | N#Cc1nc(COc2ccc(F)cc2)oc1NCCN1CCOCC1 | 43 | 0.19 | 0.44
29 | CNc1ccc(Br)cc(C(=O)/C=C/c2cc(OC)ccc2OC)c1=O | -53 | -1.9 | -0.54
30 | CCN(C(=O)COc1ncnc2ccc(Br)cc12)C1CCS(=O)(=O)C1 (stereo not given) | / | -0.19 | -0.69
31 | Cc1ccc(CN(C#N)c2nc(C)cc(C)n2)cc1 | 9 | -1 | -0.95
32 | Cc1ccc(Cn2c(=O)n(-c3ccccc3)c(=O)c3ccc(C(=O)NCc4ccco4)cc32)cc1 | 14 | -1.5 | -1.2
33 | COc1ccc(C(=O)N[C@H]2COC(C)(C)O[C@H]2c2ccccc2)cc1 | -14 | -0.82 | -0.88
34 | c1cc(CSc2nnc(-c3ccc4c(c3)OCO4)o2)ccn1 | -7 | 0.74 | 1.1
35 | Cc1ccc(C23CC4CC(CC(C(=O)N5CCOCC5)(C4)C2)C3)cc1 | 11 | -0.99 | -0.15
36 | Clc1cccc(CSc2nc3ccncc3[nH]2)c1 | / | 0.09 | 0.12
37 | O=C(CSc1nc(Nc2ccccc2)nc(N2CCOCC2)n1)N1CCCC1 | 61 | 4* | 9.8*
38 | NS(=O)(=O)c1ccc(CCNC(=O)c2cncc(Br)c2)cc1 | / | 0.26 | -0.23
39 | CC(=NCCN1CCN(C(=S)Nc2ccccc2)CC1)C1=C(O)CC(C)(C)CC1=O | / | 0.31 | 0.32
40 | COc1cccc(-c2nc(CS(=O)(=O)CC(=O)Nc3c(C)cccc3C)c(C)o2)c1 | / | -0.88 | -0.17
41 | CC(=O)[C@H]1[C@H](C#N)C[C@H]2[C@@H]3CC=C4C[C@@H](O)CC[C@]4(C)[C@H]3CC[C@@]21C | -30 | -3 | -1.6
42 | Cc1nc2nc[nH]n2c(=O)c1NC(=O)CCc1ccccc1 | -23 | -0.03 | -0.14
43 | CC1(C)CC(=O)C2=C(C1)N(c1ccc(F)cc1)C(=O)NC2(C(F)(F)F)C(F)(F)F | 3 | 0.34 | -0.37
44 | C=CCn1c(Cc2nc3ccccc3[nH]2)n[nH]c1=S | 19 | -0.26 | -0.82
45 | Cc1ccc(S(=O)(=O)N2CCCC(C(=O)NCc3ccccn3)C2)cc1 (stereo not given) | 21 | 0.29 | -0.34
46 | CCN(CC)C(=O)C1CCCN(c2ccc([N+](=O)[O-])cc2/C=N/NC(=O)c2cccc(Br)c2)C1 (stereo not given) | 23 | -0.51 | 0.43
47 | O=S(=O)(c1ccccc1C(F)(F)F)N1CCN(S(=O)(=O)c2ccccc2C(F)(F)F)CC1 | 3 | 0.59 | 1
48 | O=C1CC(C(=O)Nc2ccc(C(=O)N3CCOCC3)cc2)C2(CCCCC2)O1 (stereo not given) | ? | 1.9 | 1.9
49 | CC(C)(C)NC(=O)C(c1ccco1)N(C(=O)Cn1nnc(-c2ccc(F)cc2)n1)c1ccccc1F (stereo not given) | 53 | -2.2 | -0.61
50 | CC(=O)OC1(C(F)(F)F)Oc2ccccc2NC1=O (stereo not given) | 23 | 1.2 | 1.2
51 | O=C1/C(=C/c2ccc(O)c([N+](=O)[O-])c2)SC(=S)N1Cc1ccccc1 | -9 | / | /
52 | O=C(Nc1nnc(CCS(=O)(=O)c2ccc3ccccc3c2)s1)c1ccc([N+](=O)[O-])cc1 | 41 | 1.3 | 1.4
53 | O=C1NC2(CCOc3ccccc32)C(=O)N1CC(=O)N(Cc1ccccc1)C1CCS(=O)(=O)C1 (stereo not given) | / | 1.6 | 2.6
54 | FC(F)(F)c1cc(-c2ccco2)nc(N2CCN(Cc3ccccc3)CC2)n1 | 10 | -1.8 | -1.9
55 | COc1ccc(NC(=O)COC(=O)[C@@H]2CCCN2S(=O)(=O)c2ccccc2F)c(OC)c1 | -33 | / | /
56 | COc1ccc(NC(=O)C2CCN(c3cc(-c4ccccc4)nc4ncnn34)CC2)cc1OC | / | -0.74 | -1.5
57 | Cc1ccc2nc(SCc3cn4c(C)cc(C)nc4n3)[nH]c2c1 | / | 1.3 | 1
58 | CCC(=O)Nc1nc2nc(C)cc(=O)n2[nH]1 | 4 | -0.21 | -0.8
59 | O=C(CSCc1ccccc1)N1CCN(c2cccc(C(F)(F)F)c2)CC1 | / | -1.4 | -1.2
60 | O=C(NCc1ccco1)C1CCCN(S(=O)(=O)c2ccccc2)C1 (stereo not given) | 44 | 0.7 | 0.54

Next section.
no. | SMILES | Insulin prom inh | sdo1 growth | sdo1 growth Rescue 24 h
61 | COc1cc(C(=O)N/N=C\c2ccccc2)c([N+](=O)[O-])c(OC)c1OC | -470 | 0.87 | 1
62 | CC(Oc1cc(-c2ccccc2)cc2ccccc12)C(=O)N1CCOCC1 (stereo not given) | -56 | 0.51 | 1.9
63 | O=c1c2c(n3cnnc3n1-c1ccccc1)-c1ccccc1CC21CCCCC1 | / | -1.9 | -1.6
64 | Cc1cccc(N2CCN(C(=O)Cc3cn(C)c4ccccc34)CC2)c1C | -65 | -0.35 | -0.06
65 | Cn1c(-c2ccc(F)cc2)cnc1NCc1cccc(F)c1 | -31 | -0.15 | -1.4
66 | O=C(c1ccco1)N1CCN(c2ccc(F)cc2)CC1 | -33 | / | /
67 | CCCOCCOC(=O)c1[nH]c2c(c1C)C(=O)CC(c1cc(OC)ccc1OC)C2 (stereo not given) | / | -1.2 | 0.19
68 | Cc1ccc(S(=O)(=O)NCc2c(-c3ccccc3)c3cc(Cl)ccc3[nH]c2=O)cc1 | / | -0.26 | -0.64
69 | Cc1ccc(/C=C/C(=O)c2c(C)cc(C)[nH]c2=O)cc1 | / | 0.27 | -0.01
70 | O=C(Nc1ccccc1)c1ccc(Br)o1 | 19 | 0.19 | -0.06
71 | O=C(NC1CCCC1)C(c1ccc(F)cc1)N(Cc1ccccc1Cl)C(=O)CCl (stereo not given) | -69 | -0.75 | 0.72
72 | Cc1ccccc1NC(=O)COC(=O)/C=C/c1cccc(C(F)(F)F)c1 | -14 | 0.86 | 2.8
73 | CCOc1ccccc1-c1nc(-c2ccc(NC(=O)Cc3ccccc3OC)cc2)no1 | 21 | 0.27 | -0.25
74 | CCN(c1ccc(NC(=O)COC(=O)c2cccs2)cc1)C(C)C | 7 | 0.66 | 1.9
75 | CC(=O)Nc1ccccc1/C=C/c1ccc2c(C)cc(C)c(O)c2n1 | -24 | -1.5 | -1.1
76 | COc1cc(NC(=O)Cn2nc(-c3ccc(F)cc3)ccc2=O)ccc1-n1cnnn1 | -18 | / | /
77 | Cc1ccc(NC(=O)c2c3c(nc4ccccc24)CCC3)cc1S(=O)(=O)N(C)C | -13 | / | /
78 | O=C(N=NC(=O)c1ccco1)c1ccc2c(O)n(N3C(=O)c4ccccc4C3=O)c(O)c2c1 | 6 | 3.5* | 3.5*
79 | CC(=O)Nc1ccc(N(CC(O)Cn2c3ccccc3c3ccccc32)S(=O)(=O)c2ccc(C)cc2)cc1 (stereo not given) | -13 | -0.55 | -0.5
80 | CCOC(=O)N1CCN(c2ccc(N3C(=O)CCCC3=O)cc2[N+](=O)[O-])CC1 | -14 | / | /
81 | Cc1nc2cc(CO)ccc2s1 | -45 | 0.59 | 0.53
82 | O=C(Nc1nnc(-c2cccs2)o1)c1cc(-c2ccccc2)nc2ccccc12 | -5 | -1.8 | -0.73
83 | Cc1[nH]nc(N=CC2=C(O)CC(c3ccco3)CC2=O)c1-c1ccc(Cl)cc1 (stereo not given) | 0 | -0.22 | 0.02
84 | CC(=O)C1=C(O)C(=O)N(CCCn2ccnc2)C1c1ccc(Cl)cc1 (stereo not given) | -110 | / | /
85 | COc1ccc(CNC(=O)CCNS(=O)(=O)c2ccc(C)cc2)cc1 | 7 | -0.52 | -0.98
86 | CC(=O)N/N=C/c1c(C)[nH]n(-c2ccccc2)c1=O | -14 | / | /
87 | CC1Cc2ccccc2N1C(=O)CSc1nnc(-c2ccc(S(=O)(=O)N3CCCC3)cc2)o1 (stereo not given) | / | -0.5 | 0.25
88 | COC(=O)c1c(-c2cccs2)csc1NC(=O)CN1CCOCC1 | 22 | -0.84 | -1
89 | Cc1cc(Nc2ccccc2)nc(NCc2ccccc2)n1 | / | -1.8 | -1.9
90 | COc1cc(C(=O)NCc2ccc3[nH]c(C)cc3c2)cc(OC)c1OC | 6 | / | /
91 | COc1ccc(/C=N/NC(=O)/C(=C/c2ccccc2)CCO)cc1 | / | 1.7 | 2
92 | Cc1cc(N)nc2nc(C(F)(F)F)nn12 | i | / | /
93 | Cc1cc(OCC(=O)N2CCOCC2)ccc1NC(=O)C1CCCCC1 | 28 | 0.86 | 0.48
94 | N/C(=N\OC(=O)COc1ccc([N+](=O)[O-])cc1)c1cccnc1 | -6 | / | /
95 | CCc1c(C)nc2cc(-c3ccc(OC)cc3)[nH]n2c1=O | -74 | -0.48 | -0.76
96 | O=C(Nc1nnc(CCc2ccccc2)s1)c1ccco1 | -60 | -0.53 | 0.24
97 | CN1CCN(CCCCC(=O)c2ccccc2)CC1 | -107 | 1.3 | 0.69
98 | COc1cccc(/C=N/NC(=O)C(=O)NCc2ccco2)c1OC | -33 | -0.1 | -0.03
99 | Cc1nc(C)c(-c2csc(NCc3ccccc3)n2)s1 | / | -0.04 | 1.8
100 | C=CCn1c(SCC(=O)Nc2cc(C)ccc2C)nnc1-c1cnccn1 | / | -0.4 | -0.97
101 | COc1ccc(-c2nc3ccc([N+](=O)[O-])cc3o2)cc1 | -7 | 2.5 | 3.7
102 | CC(C)(C)C(=O)/C(=C\c1ccc([N+](=O)[O-])cc1)n1cncn1 | -88 | -2.2 | -1.9
